PMI act satM6P: increases human PMI activity with near-saturating mannose 6-phosphate; actives 0.34% (n = 190,000); activation factor at 20 µM; P34949; coupled PMI enzyme assay, resazurin fluorescence, 20 min; stronger effect = higher value; 1 = untreated enzyme, 0 = substrate-free blank;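 active = activation factor of 2 or more at 20 µM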
Target sequence (P34949 whole entry, looked up): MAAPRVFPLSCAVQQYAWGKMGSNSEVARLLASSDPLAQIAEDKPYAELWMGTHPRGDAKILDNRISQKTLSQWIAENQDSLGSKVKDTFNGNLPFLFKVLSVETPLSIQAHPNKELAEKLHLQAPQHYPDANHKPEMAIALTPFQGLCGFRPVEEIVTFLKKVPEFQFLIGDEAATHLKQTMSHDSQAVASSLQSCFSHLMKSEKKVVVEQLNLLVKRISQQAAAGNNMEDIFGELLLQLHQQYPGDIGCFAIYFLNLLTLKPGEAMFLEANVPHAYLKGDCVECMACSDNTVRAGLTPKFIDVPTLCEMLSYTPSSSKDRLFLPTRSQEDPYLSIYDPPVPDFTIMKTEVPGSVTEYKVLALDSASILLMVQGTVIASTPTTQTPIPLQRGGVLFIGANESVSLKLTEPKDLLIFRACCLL
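assay system = human phosphomannose isomerase with PGI, G6PDH, diaphorase coupling enzymes | quantity = 15 ng/mL PMI | incubation = enzyme reaction with compound 20 min at room temperature | medium = HEPES pH 7.4 buffer with MgCl2 and Tween-20 | compound dosing = one concentration, 20 µM, in 1% DMSO | measured by = Diaphorase-driven resazurin-to-resorufin fluorescence, excitation 544, emission 590 nm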
FLuc stim CS: affects firefly luciferase, flagging false hits in luciferase stimulation screens; activation factor at 10 µM; ATPlite luciferase biochemical, luminescence, 10 min; 0 = ATP-free wells, 1 = DMSO control; P08659; 200,000 tested, under 10 active; AID 1027;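 active = luciferase activation factor, scaled between plate controls, of at least 2 with compound at 10 µM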
Target sequence (P08659 whole entry, looked up): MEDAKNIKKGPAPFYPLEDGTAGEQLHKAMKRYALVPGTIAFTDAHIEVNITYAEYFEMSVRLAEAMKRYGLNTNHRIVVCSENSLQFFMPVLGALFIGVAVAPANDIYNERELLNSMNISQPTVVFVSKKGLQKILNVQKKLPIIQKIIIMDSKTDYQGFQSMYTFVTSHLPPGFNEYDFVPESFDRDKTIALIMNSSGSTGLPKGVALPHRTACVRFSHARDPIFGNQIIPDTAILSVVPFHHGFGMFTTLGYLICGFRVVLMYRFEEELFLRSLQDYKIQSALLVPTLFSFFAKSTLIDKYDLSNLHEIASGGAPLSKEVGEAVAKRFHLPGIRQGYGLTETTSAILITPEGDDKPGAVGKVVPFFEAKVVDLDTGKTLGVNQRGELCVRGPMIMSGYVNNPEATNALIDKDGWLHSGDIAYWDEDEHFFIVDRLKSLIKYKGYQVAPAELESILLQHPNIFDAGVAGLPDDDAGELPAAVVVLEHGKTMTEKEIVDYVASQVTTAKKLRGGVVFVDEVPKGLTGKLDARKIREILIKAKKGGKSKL
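Material: Luciferase/luciferin reagent mix; Doses: test compounds dosed from 2 mM stocks in 100% DMSO; Schedule: 10 min incubation after luciferase reagent addition, room temperature; Measured by: luminescence from luciferase reaction; Read-out: luminescence gain marking luciferase activators.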
APP 5'UTR act: APP 5'UTR luciferase reporter activation. SH-SY5Y APP 5'UTR luciferase reporter, luminescence; zero percent = DMSO vehicle wells. activation, % at 2 µM. actives 1% (n = 190,000);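 active = activation above a set limit, based on mean plus 3 SD of controls, cut at about 140% in these data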; also: values of inactives mirror those of a sister screen read the other way
TNAP inh hiacc: blocks human TNAP under high phosphate acceptor concentration; actives 0.03% (n = 200,000); P05186; purified TNAP, CDP-star luminescence, 1 M DEA; inhibition, % at 20 µM;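 active = over 50% inhibition of tissue-nonspecific alkaline phosphatase at 20 µM in the single-dose screen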;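 also: plate controls were DMSO wells for no effect and EDTA-quenched wells as full inhibition for full effect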
TNAP inh no acc: TNAP (human) inhibition, acceptor-free conditions | P05186 | purified TNAP, CDP-star luminescence, 30 min | inhibition, % at 20 µM | actives 0.26% (n = 200,000);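 active = tissue-nonspecific alkaline phosphatase inhibition above about 50% at 20 µM in the single-dose screen, limit read from the data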;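 also: 0% = DMSO negative control and 100% = EDTA positive control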
NF-kB expr up: compounds increasing NF-kB expression in human neuronal cells | NF-kB reporter expression; stronger effect = higher value | fold change at 12.5 µM | actives 1.6% (n = 190,000) | AID 1239; in the data active = fold change above about 3.3
PMI activator: activators of human phosphomannose isomerase; P34949; purified human PMI, coupled resazurin fluorescence, 20 min; stronger effect = higher value; 1 = vehicle control, 0 substrate-free wells; activation factor at 20 µM; actives 0.005% (n = 190,000);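 active = activation factor of 2 or more at 20 µM, relative to plate controls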
TNAP act hi DEA: increases human TNAP activity under high phosphate acceptor concentration | P05186 | purified TNAP, CDP-star luminescence, 1 M DEA, 30 min; stronger effect = higher value; 0 = EDTA background, 1 = DMSO-only activity | activation factor at 20 µM | 200,000 tested, under 10 active | AID 1136;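 active = activation factor at least 2 at 20 µM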
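Control set: EDTA negative control, DMSO positive control / Assay system: human TNAP / Quantity: TNAP 1/800 final / Evaluation: TNAP activation factor scaled between EDTA and DMSO control wells / Measured by: luminescent substrate turnover signal / Compound dosing: one dose, 20 µM / Times: 30 min enzyme reaction at room temperature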
FLuc inh counter: Photinus pyralis luciferase inhibition counter-screen | P08659 | ATPLite firefly luciferase biochemical luminescence, 10 min | inhibition, % at 10 µM | actives 1.5% (n = 200,000) | AID 1006;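 active = inhibition above about 50% when tested at 10 µM, limit read from the data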
bIAP act: intestinal alkaline phosphatase (bovine) activation; purified bovine IAP, CDP-star luminescence, 30 min; stronger effect = higher value; fold of DMSO-control signal, blank-subtracted; activation factor at 20 µM; actives 0.17% (n = 200,000); AID 1016;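 active = activation factor of 2 or more at 20 µM, a signal rise over negative controls twice the positive control's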
* hit, by the source's call; . = not tested or not shown.

Preview, six compounds:
SMILES	PMI act satM6P	FLuc stim CS	APP 5'UTR act	TNAP inh hiacc	TNAP inh no acc	NF-kB expr up	PMI activator	TNAP act hi DEA	FLuc inh counter	bIAP act
O=C(CC(c1ccco1)S(=O)(=O)c1ccccc1)c1ccc(F)cc1 (configuration not stated)	1.8	0.9	-1	6	-2	1.6	1.3	0.9	9	0.9
COCCn1c(C)cc(C2=NNC(=Nc3ccccc3)SC2)c1C	1.8	0.1	155*	-4	-5	0.33	1.2	1	88*	1
COc1cccc(-n2c(SC3CCOC3=O)nc3ccccc3c2=O)c1 (configuration not stated)	1	1	5	0	-12	0.93	1	1	-1	0.9
CN1CCN(S(=O)(=O)c2ccc(NC(=O)c3cccc(S(=O)(=O)N4CCCC4)c3)cc2)CC1	0.9	1	2	-2	-8	0.78	1	1	-3	1
CC(C)CC(C(=O)NC(=O)NCc1ccccc1)N1C(=O)c2ccccc2C1=O (configuration not stated)	0.8	1	-13	2	-3	1	0.9	1	-1	1
Cc1ccc(-n2c(SCC(=O)NC3CCCCC3)nc3c(c2=O)SCC3)cc1	1	1.1	2	-6	-8	1.4	0.9	1.1	-6	0.9

The whole of this part, from the first entry:
SMILES	PMI act satM6P	FLuc stim CS	APP 5'UTR act	TNAP inh hiacc	TNAP inh no acc	NF-kB expr up	PMI activator	TNAP act hi DEA	FLuc inh counter	bIAP act
O=C(CC(c1ccco1)S(=O)(=O)c1ccccc1)c1ccc(F)cc1 (configuration not stated)	1.8	0.9	-1	6	-2	1.6	1.3	0.9	9	0.9
COCCn1c(C)cc(C2=NNC(=Nc3ccccc3)SC2)c1C	1.8	0.1	155*	-4	-5	0.33	1.2	1	88*	1
COc1cccc(-n2c(SC3CCOC3=O)nc3ccccc3c2=O)c1 (configuration not stated)	1	1	5	0	-12	0.93	1	1	-1	0.9
CN1CCN(S(=O)(=O)c2ccc(NC(=O)c3cccc(S(=O)(=O)N4CCCC4)c3)cc2)CC1	0.9	1	2	-2	-8	0.78	1	1	-3	1
CC(C)CC(C(=O)NC(=O)NCc1ccccc1)N1C(=O)c2ccccc2C1=O (configuration not stated)	0.8	1	-13	2	-3	1	0.9	1	-1	1
Cc1ccc(-n2c(SCC(=O)NC3CCCCC3)nc3c(c2=O)SCC3)cc1	1	1.1	2	-6	-8	1.4	0.9	1.1	-6	0.9
Cc1ccc(NC(=O)CN2C(=O)C3CC=CCC3C2=O)cc1S(=O)(=O)N1CCOCC1 (configuration not stated)	0.9	1	-2	-3	-3	1.3	0.9	1	-4	0.9
CCOC(=O)c1cnc2ccccc2c1Nc1ccc2c(c1)OCCO2	0.9	1	25	-4	-5	0.4	1	1	-2	1
CC(C)N=C1SC(CC(=O)Nc2ccccc2)C(=O)N1C(C)C (configuration not stated)	1	1	8	-1	-2	1.1	1	1	-5	0.8
COc1ccc(C)cc1NC(=O)C(=O)NNC(=O)COc1ccc(Cl)cc1	1	1	1	-4	-143	1.2	1.1	1	-1	1.1
COc1ccc(N2CCc3c(C)nc4c(OC)cccc4c32)cc1	0.9	1	-86	-2	-9	1.2	0.9	1	0	1.3
O=C(NCc1ccccc1)C1=C[C@H](C2CC2)C[C@H](OCc2ccc(CO)cc2)O1	0.9	1	0	-6	-8	0.95	0.9	1.1	-3	1.1
Cc1c(NC(=O)/C(=C/c2cccs2)NC(=O)c2ccccc2)c(=O)n(-c2ccccc2)n1C	1.1	1	23	-1	-6	1.2	1	1	0	1
COc1cc(/C=C2\SC(=Nc3ccccc3)N(Cc3ccco3)C2=O)ccc1OC(C)C(=O)O (configuration not stated)	1	1	9	-2	-5	1.1	1	1	0	1.2
N#CC1=C(N)NC(=S)C(C(N)=O)C1c1ccc([N+](=O)[O-])cc1 (configuration not stated)	0.8	0.8	17	-1	-7	0.93	0.9	1	20	0.9
O=c1c2ccccc2[nH]c(=S)n1CCc1ccccc1	0.9	1	48	5	-13	1.3	0.9	0.9	0	1
O=C(CCc1nc2ccccc2c(=O)[nH]1)OCc1nnc(-c2ccccc2)o1	1.1	1	-8	-4	6	0.97	1	1	-3	1
COc1ccc2c(c1)c(C(=O)N/N=C/c1ccc(OC)c(OC)c1)c(C)n2C	1	1	-1	0	-19	1.1	1	1	-2	0.9
COc1ccc(/C(C)=N/NC(=O)c2ccccc2OCc2ccccc2)c(OC)c1	1	0.9	75	-2	-9	1.7	1	1	8	1
CCOC(=O)C(NC(=O)c1ccccc1)(OCc1ccc(F)cc1)C(F)(F)F (configuration not stated)	1	1	-7	-6	-8	1.2	1	1.1	-3	1
CC1CCN(C(=S)NC(=O)c2ccccc2)CC1	1	1	20	-4	-16	1.9	1.1	1	-4	0.9
CCN(CC)c1cc(C)c2cc(NC(=O)c3cccs3)ccc2n1	0.9	1	24	2	0	1	1	1	-1	0.7
O=C(/C=C\c1cccs1)c1c(O)ccc2ccc(=O)oc12	1	1	23	0	-3	1.5	1.1	1	1	0.9
O=S(=O)(Cc1ccccc1)N1CCCc2ccccc21	1	1	17	-1	-6	0.92	0.9	1	-4	1
COc1cc2c(cc1NC(=O)COC(=O)c1ccccc1)oc1ccccc12	0.9	1	51	-5	-8	1.1	1	1.1	-4	0.9
CCOc1ccc(NC(=O)c2cccc(-n3cnnn3)c2)cc1	1.1	1	11	-4	0	1.4	1.1	1	-3	0.9
Cc1c(/C=N\NC(=O)C2COc3ccccc3O2)c2ccccc2n1C (configuration not stated)	1.1	1	-91	1	-2	3.2	1	1	-1	1
COC(=O)C(OC(=O)c1ccc(OC)cc1)C(=O)OC	1	1	14	-5	-11	1.2	1	1.1	4	0.9
CC(C)CCn1nnnc1CN1CCN(C(c2ccccc2)c2ccccc2)CC1	1	1	6	-5	4	1	1	1	-2	1
O=C(Cc1ccc(-n2cccc2)cc1)NCc1cccs1	1	1.1	-94	-7	-15	1.4	1	1.1	-7	0.9
CC1(C)OC(=O)N(CCc2ccccc2)C1(C)O (configuration not stated)	1	1.1	18	-11	-10	0.99	0.9	1.1	-5	0.9
O=C1CN(C(=O)COC(=O)c2cccnc2Cl)c2ccccc2N1	1	1	-6	-2	-14	1.1	1	1	-2	0.9
O=C(C1=C[C@@H](c2ccc(C(F)(F)F)cc2)C[C@@H](OCc2ccc(CO)cc2)O1)N1CCN(Cc2ccc3c(c2)OCO3)CC1	0.9	1	-6	-8	-9	0.93	0.9	1.1	-1	1.2
CCC(CC)NC(=O)CCCSc1nc2ccccc2[nH]1	0.9	1	0	-3	-12	1.1	0.9	1	-2	1
O=C(CSc1nc2[nH]ncc2c(=O)[nH]1)NCCc1ccccc1	1	1	-7	1	3	1.3	1.1	1	-4	1
COc1ccc(CC(=O)Nc2ccc(-c3cn4cccc(C)c4n3)cc2)cc1OC	1	1	5	-6	-28	0.91	0.9	1.1	-4	0.9
Cc1nc(NCc2ccco2)[nH]c(=O)c1CCC(C)C	1	1	-16	-1	-4	1.1	0.9	1	1	0.6
CSC1=NC2(CCCCC2)C2=C(CCCC2)N1	1.2	1.1	32	-8	-14	0.99	1.2	1.1	-7	0.9
CC(C)CC(=O)Nc1ccc(-c2nc3ccccc3c(=O)[nH]2)cc1	1	0.6	184*	-3	-8	1.3	1	1	42	1
COc1ccc(-c2csc(Nc3ccc(C)cn3)n2)cc1	0.9	0.9	77	-6	-9	.	1	1.1	7	1.1
COc1cccc(CC2(CO)CCCN(Cc3ccccc3-c3ccco3)C2)c1 (configuration not stated)	0.8	1	-3	-4	-7	1.2	0.9	1	-2	0.9
CCCCCN(C(=O)NC(=O)Nc1ccccc1C)S(=O)(=O)c1ccccc1	1	1.1	17	-1	0	1.4	1	1	-6	0.8
CCOC(=O)CNC(=S)N(CCCN1CCCCC1)Cc1cccs1	1	1.1	2	-2	-18	1.1	1	1	-8	1.3
O=C(CN1C(=O)CC(c2ccccc2)=Nc2ccccc21)NCc1ccccc1	0.9	1.1	-15	-2	-8	0.88	1	1	-6	0.9
COc1ccc2c(c1)[nH]c1c(=O)n(CCN3CCCC3)cnc12	1	1.1	1	-2	-10	1.1	1	1	-9	0.9
Cc1nn(C)c(Oc2cccc(C(F)(F)F)c2)c1C#N	1	1	23	-4	-12	1.1	1	1	-4	1
CC(C)(C)OC(=O)NCCc1nnc(SCC(N)=O)o1	1	1	-6	-5	-11	1	0.9	1	-4	0.9
COc1ccc(S(=O)(=O)N2CCOCC2)cc1NC(=O)Cc1ccc(Cl)c(Cl)c1	0.9	0.9	-1	6	3	0.98	1	0.9	7	1
COc1cc(/C=N/O)cc(Br)c1OS(=O)(=O)c1ccc(C)cc1	0.8	1	-1	-8	-10	1.2	0.7	1.1	-3	0.8
CC(C)CC(=O)NC(=S)Nc1ccc(S(=O)(=O)Nc2nccs2)cc1	0.9	1	14	2	-14	1.1	0.9	1	-4	0.8
CC1CN(S(=O)(=O)c2cccc(C(=O)Nc3ccc(S(=O)(=O)Nc4ncccn4)cc3)c2)CC(C)O1 (configuration not stated)	1	1	13	-1	1	1.1	1.1	1	4	1
Cc1cc(C)n(-c2ccc(Cl)c(C(=O)Nc3cc(C(F)(F)F)ccc3Cl)n2)n1	1	1.1	-2	2	1	1.2	0.9	1	-6	0.8
O=c1[nH]c2cnccc2n1-c1ccccc1	0.8	1.1	5	-5	12	1.3	1	1	-7	1.1
Cc1nc2ccccc2n1C(=O)N1CCOCC1	1.1	1.1	16	-4	-11	1.2	1	1	-6	1.1
COC(=O)C1=C(C)OC(N)=C(C#N)C1c1cc(OC)c(OCC(N)=O)cc1Cl (configuration not stated)	0.7	1.1	-6	-6	-14	0.95	0.9	1.1	-6	1.1
Cc1ccc(C(=O)Nc2ccc(C)c(S(=O)(=O)N(C)C)c2)s1	1.1	0.3	104	0	-12	2.6	1	1	71*	1
NS(=O)(=O)c1ccc(CNS(=O)(=O)c2ccc(Cl)nc2)cc1	1	1	14	-2	13	1.3	1.1	1	-5	1.1
CCCCn1c(SCC(=O)c2ccc(OC)c(OC)c2)nc2cc(S(N)(=O)=O)ccc21	1	1	18	-2	-10	0.75	1	1	-4	0.9
Cc1ccc(NS(=O)(=O)c2ccc(NC(=O)C(C)Sc3ccc(Cl)cc3)cc2)c(C)c1 (configuration not stated)	1	1.1	18	-4	20	0.77	0.8	1	-10	1
COc1ccc(OCCSc2nnc3sc4ccccc4n23)cc1	1.1	1	16	-7	-12	1.8	1.2	1.1	0	0.9
O=C(Nc1nc2c(s1)CCCC2)c1ccc(Br)o1	1.1	0.3	163*	-7	-3	6.2*	1.1	1.1	68*	0.9
CC(=O)Nc1ccc(NC(=O)CSc2ccc(C)cc2)cc1	1	1.1	0	-1	-7	0.98	1	1	-7	0.9
